# TRb SRC2 PPI: qHTS for Inhibitors of the Interaction of Thyroid Hormone Receptor and Steroid Receptor Coregulator 2 | Thyroid hormone receptor beta (Homo sapiens), P10828 | TRbeta-SRC2 peptide binding, fluorescence polarization; receptor liganded with 1 µM T3 | Potency, µM (top dose mostly 106 µM), without a hit: at the top dose activity change, negative = inhibition, most hits filed as inhibitors | 0.065% of 280,000 active;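 note: potency is the fitted concentration of half-maximal effect; plate controls were bound peptide for no effect and peptide without receptor for full effect; nearly all actives have a fitted effect of over 50% in size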
#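 Assay buffer: 20 mM Tris-HCl, 100 mM NaCl, 10% glycerol, 1 mM EDTA, 0.01% NP-40, 1 mM DTT, 1 uM T3, 5% DMSO; TRb LBD 0.6 uM, Texas Red SRC2 20 nM; FP after 5 hr.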
# TR SRC2 fluor cs: Total Fluorescence Counterscreen for Inhibitors of the Interaction of Thyroid Hormone Receptor and Steroid Receptor Coregulator 2; TRb/SRC2 Texas Red total fluorescence interference; Potency, µM (titrated, usually from 106 µM), for inactives: at the highest dose fluorescence change, negative = quenching; 0.29% of 280,000 active; active = well fitted curve in either direction with a large enough effect; inconclusive = small, poorly fitted or top-dose-only effect; note: potency is the fitted concentration of half-maximal effect; % is set by controls: 0 for no effect and ±100 for the full control effect
#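 Human TRb ligand-binding domain at 0.6 uM with 20 nM Texas Red SRC2 peptide in Tris buffer containing 1 uM T3 and 5% DMSO, incubated with compound 5 h at ambient temperature. Total fluorescence (555/632 nm) calculated as parallel + 2 × perpendicular.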
# Tau fluor cs: Counterscreen qHTS for Inhibitors of Tau Fibril Formation, Fluorescence Polarization; tau K18 P301L Alexa594 fluorescence, heparin fibrillization; Potency, µM (highest dose often 57.7 µM), without a hit: top-dose activity change, negative = decrease; 0.93% of 280,000 active; note: potency is the fitted concentration of half-maximal effect; % is set by controls: 0 for no effect and ±100 for the full control effect; nearly all actives have a fitted effect of over 55% in size
#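 Human K18 P301L tau (15 uM unlabeled plus 0.24 uM Alexa 594-labeled, final) in 100 mM sodium acetate pH 7 was mixed with compound and 20 uM heparin and incubated 6 hr at 37 C.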
# Tau fibril FP: qHTS for Inhibitors of Tau Fibril Formation, Fluorescence Polarization. AID 1468, 2008. Microtubule-associated protein tau (Homo sapiens), P10636. Potency, µM (titrated, usually from 57.7 µM), without a hit: at the top dose activity, negative = inhibition, most hits filed as inhibitors. K18 P301L tau heparin fibrillization, Alexa594 FP, 6 h. 0.39% of 280,000 active; note: potency is the fitted concentration of half-maximal effect; % is set by controls: 0 for no effect and ±100 for the full control effect; nearly all actives have a fitted effect of over 55% in size
# Target sequence (P10636 561-689 P618L limits assumed): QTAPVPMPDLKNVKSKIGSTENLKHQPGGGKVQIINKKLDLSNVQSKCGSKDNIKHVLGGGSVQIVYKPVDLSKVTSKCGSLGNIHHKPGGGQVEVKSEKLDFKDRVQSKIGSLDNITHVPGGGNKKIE
#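 Heparin (20 uM) drove fibril formation of recombinant tau K18 P301L, 15 uM unlabeled with 0.24 uM Alexa 594 label, for 6 hr at 37 C in 100 mM sodium acetate pH 7. Fluorescence polarization (555/632 nm) read 1 hr after 30 uM ThT.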
# CBFb RUNX1 block: qHTS Assay for Compounds Blocking the Interaction Between CBF-beta and RUNX1 for the Treatment of Acute Myeloid Leukemia; Runt-related transcription factor 1 (Homo sapiens) + Core-binding factor subunit beta …; AlphaScreen CBFb-His/RUNX1-biotin binding, biochemical; Potency, µM (titrated, usually from 59.8 µM), for the others: at the highest dose activity, negative = inhibition, hits mostly inhibitors; 230,000 tested, under 10 active; note: % of control where 0% means no effect
#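 AlphaScreen binding: CBFb-His and RUNX1-biotin (30 nM each) preincubated 20 min, compound added for 15 min, then nickel and streptavidin beads for 90 min, all at room temperature. Disruption of the interaction by any mechanism counts as activity.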
# GLA spleen mod: qHTS Assay for Inhibitors and Activators of Human alpha-Galactosidase From Spleen Homogenate | Alpha-galactosidase A (Homo sapiens), P06280 | human spleen homogenate, 4MU-alpha-Gal fluorescence, 40 min | Potency, µM (highest dose often 80 µM), for inactives: at the top dose activity change, negative = inhibition, usual class: inhibitors | 0.008% of 240,000 active | AID 2107, 2009;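 note: potency is the fitted concentration of half-maximal effect; 0% = enzyme with vehicle and -100% = no enzyme basal signal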
# Target sequence (P06280 32-429 limits assumed): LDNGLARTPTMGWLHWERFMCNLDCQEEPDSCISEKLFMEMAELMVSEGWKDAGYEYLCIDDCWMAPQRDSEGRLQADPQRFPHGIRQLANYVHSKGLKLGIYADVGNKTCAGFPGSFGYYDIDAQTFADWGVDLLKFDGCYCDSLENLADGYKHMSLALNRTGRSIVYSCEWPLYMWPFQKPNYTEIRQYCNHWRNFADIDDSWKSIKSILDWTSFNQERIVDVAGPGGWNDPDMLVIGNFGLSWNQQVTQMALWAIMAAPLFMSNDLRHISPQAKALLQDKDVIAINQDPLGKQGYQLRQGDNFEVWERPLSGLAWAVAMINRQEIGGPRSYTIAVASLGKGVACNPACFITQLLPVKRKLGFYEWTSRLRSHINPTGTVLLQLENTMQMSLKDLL
#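 Human spleen homogenate (1 ug) as enzyme source, 4-methylumbelliferyl-alpha-D-galactopyranoside 1 mM final, citrate/phosphate pH 5.0 with 0.01% Tween-20. Compounds 40 min at 37C, NaOH/glycine stop; fluorescence Ex 365/Em 440, Hill-fit AC50.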
# NPSR antag: qHTS Assay for Antagonists of the Neuropeptide S Receptor: cAMP Signal Transduction | Potency, µM (doses to about 38.3 µM), for inactives: at the highest dose activity change, negative = inhibition, actives largely listed as inhibitors | CHO-NPSR cells, cAMP TR-FRET, antagonist mode | 1% of 220,000 active | AID 1461, 2008; note: potency is the fitted concentration of half-maximal effect; % is set by controls: 0 for no effect and ±100 for the full control effect; nearly all actives have a fitted effect of over 50% in size; many of its hits are not listed in these tables
# Target sequence (Q6W5P4 whole entry, looked up): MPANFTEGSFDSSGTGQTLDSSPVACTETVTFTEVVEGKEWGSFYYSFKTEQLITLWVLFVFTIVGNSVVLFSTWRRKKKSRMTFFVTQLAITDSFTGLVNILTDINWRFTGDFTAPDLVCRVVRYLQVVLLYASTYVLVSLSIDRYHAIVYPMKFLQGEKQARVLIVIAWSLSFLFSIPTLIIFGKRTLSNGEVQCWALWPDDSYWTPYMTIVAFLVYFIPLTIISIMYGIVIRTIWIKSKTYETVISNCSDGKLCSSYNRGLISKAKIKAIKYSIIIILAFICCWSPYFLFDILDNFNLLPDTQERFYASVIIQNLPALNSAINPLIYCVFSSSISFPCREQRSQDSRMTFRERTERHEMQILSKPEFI
# Epigenetic derep: Quantitative High-Throughput Screen for Regulators of Epigenetic Control. 0.2% of 280,000 active. murine LDR cells, GFP reporter derepression, 30 h. Potency, µM (doses to about 53.9 µM), inactives show top-dose GFP activation, most hits filed as activators; note: potency is the fitted concentration of half-maximal effect; % of control where 0% means no effect; nearly all actives have a fitted effect of over 60% in size
#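 Derepression of a silenced CMV-GFP reporter in murine LDR cells is scored by enumerating GFP-positive cells with a laser-scanning microplate cytometer after 30 hours of treatment at 37 C.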
# The depositor's hits bear a star; ? = inconclusive; . = no result given; & = joins results of further samples; [ ] = another dose, or the depositor's remark. Unless noted, calls come from the whole dose curve; as a rule, active = well fitted curve in the direction sought with a large enough effect; inconclusive = small, poorly fitted or top-dose-only effect, or another doubt; inactive = no such curve, though single readings can be large; an effect the other way counts as inactive or inconclusive.
SMILES,TRb SRC2 PPI,TR SRC2 fluor cs,Tau fluor cs,Tau fibril FP,CBFb RUNX1 block,GLA spleen mod,NPSR antag,Epigenetic derep
COc1ccc(Cc2nc(-c3ccc(NC(=O)c4cccnc4)cc3)no2)cc1,-1%,-4%,-10%,?,5%,-3%,-6%[46.1 µM],0.9%
OC(c1nnc(-c2ccccc2)o1)c1cccs1 (stereo unspecified),-3%,2%,-2%,?,2%,-1%,25%,0.1%
CC(=O)N1CCN(c2nc(-c3cccs3)nc3ccccc23)CC1,-11%,-7%,-11%,-1%,10%,4%,-13%,2.6%
CC(=O)/C(=N\Nc1ccccc1Cl)Sc1nnc(-c2ccccc2)n1-c1ccccc1,-6%,4%,2%,-1%,-23%,3%,?,1.1%
CCn1c(=O)c(C(=O)NNS(=O)(=O)c2ccc(Cl)cc2)c(O)c2ccccc21,1%,-5%,-15%,-11%,-5%,-1%,-9%,0.0%
Cc1ccc(Nc2ncnc3c2oc2ccccc23)cc1,1%,-1%,-15%,2%,4%,2%,-18%[46.1 µM],0.5%
CCOCCCNC(=O)c1cn(C)c2ccc(S(=O)(=O)N(C)C3CCCCC3)cc2c1=O,-3%,-6%,-18%,11%,-3%,5%,-22%[46.1 µM],-0.2%
Cc1oc2ccc(O)c(CN3CCC(C)CC3)c2c1C(=O)Nc1ccccc1,1%,-30%,-18%,-4%,.,.,.,1.1%
CCCCN1CC(c2nc3ccccc3n2CCCCOc2cc(C)cc(C)c2)CC1=O (stereo unspecified),2%,-2%,-4%,4%,.,.,.,-1.9%
Cc1nc(/N=C(\N)NC(=O)c2ccccc2)nc2ccccc12,-16%,-3%,-26%,-4%,2%,-10%,15%[46.1 µM],0.0%
CCOCCCNC(=O)CN1C(=O)c2cccnc2Sc2ccccc21,1%,0%,15%,11%,.,.,.,0.0%
Cc1cccc(-c2nnn3c2nc(NCc2ccc4c(c2)OCO4)c2ccccc23)c1,0%,0%,-27%,0%,.,.,.,-1.7%

# Five of the compounds above, as tab-separated lines.
smiles	TRb SRC2 PPI	TR SRC2 fluor cs	Tau fluor cs	Tau fibril FP	CBFb RUNX1 block	GLA spleen mod	NPSR antag	Epigenetic derep
Cc1oc2ccc(O)c(CN3CCC(C)CC3)c2c1C(=O)Nc1ccccc1	1%	-30%	-18%	-4%	.	.	.	1.1%
CCCCN1CC(c2nc3ccccc3n2CCCCOc2cc(C)cc(C)c2)CC1=O (stereo unspecified)	2%	-2%	-4%	4%	.	.	.	-1.9%
Cc1nc(/N=C(\N)NC(=O)c2ccccc2)nc2ccccc12	-16%	-3%	-26%	-4%	2%	-10%	15%[46.1 µM]	0.0%
CCOCCCNC(=O)CN1C(=O)c2cccnc2Sc2ccccc21	1%	0%	15%	11%	.	.	.	0.0%
Cc1cccc(-c2nnn3c2nc(NCc2ccc4c(c2)OCO4)c2ccccc23)c1	0%	0%	-27%	0%	.	.	.	-1.7%

# (list continues)
SMILES,TRb SRC2 PPI,TR SRC2 fluor cs,Tau fluor cs,Tau fibril FP,CBFb RUNX1 block,GLA spleen mod,NPSR antag,Epigenetic derep
CCC(=O)N1CC23C=CC(CC2CC12CCCCC2)O3 (stereo unspecified),6%,-1%,5%,5%,3%,-4%,-7%[46.1 µM],-1.6%
Cc1cccc2cc(CN(Cc3cccs3)Cc3nnnn3Cc3ccccc3)c(=O)[nH]c12,-5%,-4%,-7%,1%,-7%,9%,?,-1.0%
Cc1ccccc1C1=N/C(=C/c2cccnc2)C(=O)O1,6%,-2%,-1%,0%,0%,10%,-13%,-4.1%
COc1ccc(/C=C/C(=O)C2CC2)cc1Cn1nc(C)c([N+](=O)[O-])c1C,-8%,-1%,-14%,0%,6%,-9%,23%,0.1%
O=C1C2C3C=CC(C3)C2C(=O)N1c1nc2ccccc2s1 (stereo unspecified),4%,-2%,1%,2%,-4%,5%,?,1.2%
C/C(=N\NC(=O)c1n[nH]c2c1CCC2)c1cccs1,-3%,1%,-3%,-5%,3%,-10%,0%,6.6%
O=S(=O)(c1ccc(-c2cn3ccccc3n2)cc1)N1CCOCC1,-3%,-3%,-11%,9%,-1%,-1%,-6%[46.1 µM],0.8%
Cc1ccc2occ(/C=N/NC(N)=S)c(=O)c2c1,-13%,0.35µM*[quencher],-4%,-8%,-1%,-3%,-15%[46.1 µM],1.3%
COc1ccc(NC(=O)Cn2c(=O)n(Cc3ccco3)c(=O)c3sc4ccccc4c32)cc1OC,-6%,0%,-23%,-6%,.,.,.,-4.3%
COc1ccc(OC)c(CNC(=O)c2cc3c(Cl)nc4ccccc4c3s2)c1,3%,-3%,?,-18%,.,.,.,-0.3%
CCCCSc1nnc2c(n1)OC(C(=O)c1ccccc1)Nc1ccccc1-2 (stereo unspecified),-5%,0%,?,?,-5%,-25%,-5%[46.1 µM],8.0%
C/C(=N\NC(=O)c1ccccc1)c1ccc2c(c1)OCO2,-2%,-3%,-6%,0%,2%,4%,-6%[46.1 µM],-0.7%
COc1ccc(C(=O)N2CCCC(CCC(=O)NCc3ccc(F)c(F)c3)C2)o1 (stereo unspecified),1%,1%,-7%,3%,-12%,-5%,38%,-1.0%
Cc1nn(C(C)(C)C)c(OC(=O)c2ccc3c(c2)OCO3)c1S(=O)(=O)c1ccccc1,-5%,0%,-18%,-2%,-1%,2%,?,-1.1%
O=C1CN(C(=O)COc2ccc(Br)cc2Br)c2ccccc2N1,-3%,-2%,-30%,-9%,11%,12%,-9%,-1.5%
Cc1ccccc1-c1nnc(CN2CCN(c3ccccn3)CC2)o1,-5%,-1%,-5%,0%,.,.,.,8.2%
CC(C)Cn1c(=O)c2ccccc2n2c(CCC(=O)NCc3ccccc3Cl)nnc12,-8%,5%,-3%,1%,.,.,.,8.1%
COc1cccc(CN2CCNC(=O)C2CC(=O)NC2Cc3ccccc3C2)c1 (stereo unspecified),-3%,1%,0%,4%,-2%,6%,-3%,-2.6%
Cc1ccc(NC(=O)c2noc3c2CCc2ccccc2-3)cc1,2%,2%,-8%,-1%,8%,6%,-17%[46.1 µM],-1.2%
CC(OCC(O)CN(C)Cc1nc2ccccc2c(=O)[nH]1)c1ccc(Cl)cc1 (stereo unspecified),-12%,-2%,-4%,6%,-5%,-6%,-21%,-1.4%
CCCn1nc2cc(C(=O)NCc3ccc(OC(F)(F)F)cc3)ccc2c1OCC,-3%,-1%,-17%,-4%,19%,-6%,-9%[46.1 µM],0.6%
Nc1ccccc1C(=O)N(Cc1ccccc1)Cc1ccccc1,-5%,-4%,-5%,12%,-4%,0%,18%[46.1 µM],-0.8%
CCc1ccc(C2=NN(CCC(=O)NCCc3ccccc3)C(=O)CC2)cc1,-6%,0%,0%,-2%,.,.,.,0.8%
N#CCCS(=O)(=O)c1nnnn1-c1ccccc1,1%,-1%,-3%,?,1%,-8%,?,18%
O=C(C[n+]1cc(-c2ccc(Cl)cc2)n2c1CCC2)Nc1nc(-c2ccc(F)cc2)cs1,-2%,0%,-26%,-14%,-3%,2%,-47%,2.0%
Cc1nnc2n1N=CC=C(C(C)(C)C)S2,-1%,-2%,3%,-4%,3%,-4%,9%[46.1 µM],-1.0%
Cc1cc(C)c(CSc2ncnc3nc[nH]c23)c(C)c1,1%,-2%,22%,?,5%,-8%,-6%,-1.1%
CCCNS(=O)(=O)c1ccc2c(c1)n(C)c(=O)n2C,-4%,1%,-13%,-3%,5%,-1%,-26%,-3.5%
CC(C)c1ccc(NC(=O)COC(=O)CSc2nnc(N)s2)cc1,-18%,-1%,-4%,1%,-3%,3%,22%,6.2%
CCOC(=O)c1sc(-c2ccccc2)cc1N,3%,-7%,?,1%,9%,-4%,-1%[46.1 µM],-0.9%
Cc1ccc(/C(N)=N/OC(=O)CSc2ccccc2)cc1,1%,-1%,4%,7%,16%,3%,-10%,2.3%
O=C(O)c1cccc(NC(=O)c2ccc(Cl)c(S(=O)(=O)N3CCCCCC3)c2)c1,10%,0%,-6%,7%,-1%,-1%,0%,-1.7%
CC1(C)CC(=O)/C(=C(\O)CCCN2C(=O)c3ccccc3C2=O)C(=NCCO)C1,0%,-3%,-4%,-1%,9%,1%,6%,1.3%
COc1ccc(-c2cc(C(=O)NN)[nH]n2)cc1OC,1%,0%,-11%,13%,5%,3%,10%,-1.1%
COc1ccc(C(c2nnnn2CC2CCCO2)N2CCN(c3cccc(C)c3C)CC2)cc1 (stereo unspecified),-2%,1%,-16%,1%,8%,11%,-30%[46.1 µM],6.0%
COC(=O)c1c(NC(=O)c2cccnc2)sc(C(=O)N(C)C)c1C,3%,1%,5%,-3%,0%,-16%,13%,0.0%
N#C/C(=C\c1cccc(O)c1)c1nc2ccccc2o1,1%,-5%,?,?,1%,8%,?,0.1%
Cc1ccc(S(=O)(=O)Nc2ccc3c(c2)nc(C)n3C)cc1,11%,2%,-8%,-1%,0%,7%,15%,1.1%
COC(=O)c1cccc(C23CC4(C2)[C@H](CN(Cc2cccnc2)[C@@H]4c2ccccc2)C3c2ccc(C(F)(F)F)cc2)c1 (stereo partly specified),-8%&-3%,-3%&-3%,-17%&-1%,-2%&3%,-2%&12%,6%&19%,-46%,4.0%&-0.7%
C=C(C)Cc1c(C)c(C#N)c2nc3ccccc3n2c1NCCCN(C)C,-2%,-1%,3%,2%,-10%,-15%,14%,8.3%
COc1ccc(-n2c(SCC#N)nnc2-c2cccnc2)cc1,-8%,-3%,-11%,0%,-2%,2%,-9%[46.1 µM],0.0%
Cc1ccc(CCNC(=O)c2cn(C)c3ccc(S(=O)(=O)N4CCC(C)CC4)cc3c2=O)cc1,2%,-2%,-21%,-11%,.,.,.,-0.7%

# Compound activity from PubChem BioAssay.

# An excerpt (hit frequency here may not be typical).
